HCV inh = HCV inhibition; Potency, µM (titrated, usually from 41.8 µM), for inactives: at the top dose activity change, negative = inhibition, most hits filed as inhibitors; 340,000 compounds, 3.4% hits; Huh7.5.1 HCVcc-Cre infection, luciferase reporter, 44 h; AID 651820; further: potency means the concentration at half of the fitted maximal effect; on the % scale 0 is the no-effect control and ±100 the full control effect
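Reporter virus HCVcc-Cre (~0.5 moi) infects cells exposed to compound; seeding density 1,000 cells/well with 4 h settling beforehand. Luminescence, 15 sec read, taken 44 h post-infection following a 15 min RT substrate incubation.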
Pf growth 48h = P. falciparum growth inhibition at 48 hours (one generation) | Potency, µM (highest dose often 28.7 µM), inactives show top-dose activity change, negative = inhibition, actives largely listed as inhibitors | 310,000 compounds, 5.9% hits | P. falciparum luciferase growth in erythrocytes, 48 h; further: potency means the concentration at half of the fitted maximal effect; on the % scale 0 is the no-effect control and ±100 the full control effect
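In quantitative HTS format, infected erythrocytes bearing luciferase-reporter parasites were treated for a single generation at 37 C. Luminescence after adding detection reagent served as the growth measure.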
Shiga inhibitor = blocks Shiga toxin action in Vero cells; 290,000 compounds, 9.2% hits; Vero cells, Shiga toxin protein synthesis inhibition reporter; inhibition, % at 38.7 µM; AID 2315; in the data active means inhibition mostly above about 28%, no sharp cut-off; inactive means mostly below about 43%; further: 0% is about no effect
CHX counter = affects cycloheximide protein synthesis inhibition readout, counter-screen; cell reporter, cycloheximide protein synthesis inhibition counterscreen; max response, %; 300,000 compounds, 12% hits; AID 2314; in the data active means max response mostly above about 13%, no sharp cut-off; inactive means mostly below about 14%; further: read at 38.3 µM for the half of the compounds with a filed dose; 0% is about no effect
Giardia FBPA inh = inhibitors of Giardia lamblia fructose-1,6-bisphosphate aldolase; 290,000 compounds, 0.71% hits; purified Giardia FBPA; Potency, µM (doses to about 59.6 µM), without a hit: at the top dose activity, negative = inhibition, usual class: inhibitors; A8B2U2; AID 2451; further: potency means the concentration at half of the fitted maximal effect; on the % scale 0 is the no-effect control and ±100 the full control effect; nearly all actives have a fitted effect of over 55% in size
Target sequence (A8B2U2 whole entry, looked up): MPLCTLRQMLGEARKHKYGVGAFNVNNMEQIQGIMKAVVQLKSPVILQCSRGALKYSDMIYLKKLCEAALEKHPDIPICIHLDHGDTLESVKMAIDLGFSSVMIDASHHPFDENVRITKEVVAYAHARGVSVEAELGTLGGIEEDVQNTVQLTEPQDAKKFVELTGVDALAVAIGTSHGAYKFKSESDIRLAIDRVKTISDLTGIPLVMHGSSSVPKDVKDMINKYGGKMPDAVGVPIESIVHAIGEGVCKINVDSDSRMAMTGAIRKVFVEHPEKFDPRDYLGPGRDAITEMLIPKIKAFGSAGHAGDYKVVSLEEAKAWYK
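Giardia FBPA (40 nM reagent) was preincubated 10 min at RT with compound (up to 57.5 uM final), then substrate plus GAPDH/TPI/NAD/arsenate coupling system with diaphorase/resazurin was added; resorufin fluorescence (525/598 nm) was read after 20 min.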
Pf growth 96h = inhibits malaria parasite growth, 96 h. 320,000 compounds, 6.9% hits. Potency, µM (series often up to 28.7 µM), for the others: top-dose activity change, negative = inhibition, most hits filed as inhibitors. P. falciparum luciferase reporter growth, 96 h; further: potency means the concentration at half of the fitted maximal effect; on the % scale 0 is the no-effect control and ±100 the full control effect
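Readout is luminescence from an integrated firefly luciferase in P. falciparum. Red cells, 2% hematocrit and 0.05% parasitemia final, were cultured with compound through two parasite generations (96 hours) at 37 C, 5% CO2.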
An asterisk follows results filed as active; ? = inconclusive; . = no result given; [ ] = remark or other dose. Unless noted, the call rests on the fitted dose curve; in most records, active means well fitted curve in the direction sought with a large enough effect; inconclusive means small, poorly fitted or top-dose-only effect, or another doubt; inactive means no such curve, though single readings can be large; an effect the other way counts as inactive or inconclusive. This is a random part of the collection. Share with any hit: about 24%.

Order of values: HCV inh	Pf growth 48h	Shiga inhibitor	CHX counter	Giardia FBPA inh	Pf growth 96h
- Cc1ccc(Cl)cc1N(Cc1ccc(C(=O)NCc2cccnc2)cc1)S(=O)(=O)c1ccccc1
→ 33%[activator]	?	-1	-3	-4%[12.9 µM]	13µM*
- COc1ccc(Br)cc1CN1CCCC(C(=O)N2CCCCCC2)C1 (configuration not stated)
→ 3.2µM*	?	-11	-2	?	?
- O=C(NC(=S)N1CCCc2ccccc21)c1ccccc1
→ ?	3%	69*	25*	-11%	?
- Cn1c(=O)c2c(nc(NC3CCCCC3)n2CC(O)COc2ccccc2)n(C)c1=O (configuration not stated)
→ 0%	10µM*	-16	-3	5%	14%
- O=C(N/N=C1\CC2CC=CC12)c1ccc(O)cc1 (configuration not stated)
→ 1%	17%	51*	30*	-7%	?
- COc1ccc(N2CCN(c3cc(C)nc4ccc(OC)cc34)CC2)cc1
→ 6.3µM*	13µM*	-12	-8	6%	?
- Cc1ccc(S(=O)(=O)N2CCCC2C(=O)N2CCCCCC2)cc1 (configuration not stated)
→ 22%	-3%	13	-1	4%	20%
- Cc1ccc(-c2nc(CN3CCN(C(=O)C4CCCO4)CC3)cs2)cc1 (configuration not stated)
→ .	-18%	2	14*	.	7%
- Cc1c(NC(=O)CSc2ccccc2Cl)c(=O)n(-c2ccccc2)n1C
→ 10%	9%	-4	5	4%	15%
- Cc1ccc(-c2nn(C)c(=O)c3ccccc23)cc1CNC(=O)c1ccccc1
→ -7%	?	19	-2	-27%	?
- Cc1ccc(Cn2nc(C)cc2C(=O)Nc2ccc(Cl)cc2)cc1
→ -5%	?	72*	39*	-12%	?
- COc1ccc(N=c2oc3ccccc3cc2C(=O)Nc2ccccn2)cc1OC
→ .	70%[activator]	98*	52*	6%	?
- Cn1c(=O)oc2cc(S(=O)(=O)N3CCCC(C(=O)N4CC=C(c5ccccc5)CC4)C3)ccc21 (configuration not stated)
→ .	.	-6	-5	-22%	-2%
- COC(=O)c1ccc(OCC(O)CNCC(c2ccc(OC)cc2)N(C)C)c(OC)c1 (configuration not stated)
→ ?	-9%	52*	18	-24%	17%
- COc1c2ccoc2nc2c(OC)cccc12
→ 12%	.	44*	16	0%	18%
- Cc1onc(-c2ccccc2)c1C(=O)NCC1COc2ccccc2O1 (configuration not stated)
→ 2%	28%	-16	8	9%	.
- CCCCC(=O)Nc1nnc(CCOC)s1
→ 8%	16%	-3	5	-4%	3%
- CCn1c(CNC(=O)Cc2ccc(OC)cc2)nnc1SCC(=O)Nc1nccs1
→ 7%	4%	12	-1	5%	3%
- COc1ccc(C(=O)Cn2nnc(-c3cccs3)n2)cc1
→ ?	134%[activator]	91*	63*	-4%	.
- C=C1C[C@@]23CCC4[C@@](C)(CCC[C@@]4(C)C(=O)O)C2CC[C@]1(O)C3 (some centres not stated)
→ 8%	33%[activator]	.	.	.	33%[activator]
- COc1cccc(C(=O)N(CN2CCCC2=O)c2ccccc2OC)c1
→ 4%	-2%	-17	-4	-14%	0%
- CC(C)C(C(=O)Nc1ccccc1)N1C(=O)c2ccccc2C1=O (configuration not stated)
→ 0%	14%	21	-4	-6%	22%
- CCOc1cccc2sc(N(CCCN(C)C)C(=O)c3ccc(C(=O)c4ccccc4)cc3)nc12
→ ?	?	-14	-7	-9%	10µM*
- Cc1nc2ncnn2c(C)c1CCC(=O)N1CCOCC1
→ 19%	7%	-11	1	6%	.
- CC(=C/c1ccccc1)/C=N/NC(=O)c1cccs1
→ -1%	254%[activator]	78*	36*	1%	-66%
- COc1cccc(C=Nc2ccc3c(c2)OCCO3)c1O
→ 20%	67%[activator]	107*	75*	?	?
- COc1ccc(NC(=O)c2ccc3ncsc3c2)cc1
→ -1%	2%[0.00184 µM]	114*	58*	4%	282%[activator]
- CCN(CC)c1ccc(NC(=O)CSc2nc(C)cc(=O)[nH]2)cc1
→ -3%	.	-47	-6	-20%	2%
- CCOc1ccc(N2CC(C(=O)NCCc3ccc(S(N)(=O)=O)cc3)CC2=O)cc1 (configuration not stated)
→ 14%	35%	-7	-4	5%	48%[activator]
- CCN(CC)C(=O)C1=C(C)NC(=O)NC1c1c(F)cccc1Cl (configuration not stated)
→ 22%	7%	2	-2	-1%	?

By substructure, those above with an aryl thioether with sulfur outside any ring.
Order of values: HCV inh	Pf growth 48h	Shiga inhibitor	CHX counter	Giardia FBPA inh	Pf growth 96h
- Cc1c(NC(=O)CSc2ccccc2Cl)c(=O)n(-c2ccccc2)n1C
→ 10%	9%	-4	5	4%	15%
- CCn1c(CNC(=O)Cc2ccc(OC)cc2)nnc1SCC(=O)Nc1nccs1
→ 7%	4%	12	-1	5%	3%
- CCN(CC)c1ccc(NC(=O)CSc2nc(C)cc(=O)[nH]2)cc1
→ -3%	.	-47	-6	-20%	2%

The list goes on:
Order of values: HCV inh	Pf growth 48h	Shiga inhibitor	CHX counter	Giardia FBPA inh	Pf growth 96h
- O=C(Cn1nc(-c2cccc(Cl)c2)ccc1=O)Nc1ccccc1Br
→ 5%	22%	-13	4	-6%	-2%
- O=C(/C=C/c1ccco1)Nc1cccc(S(=O)(=O)N2CCOCC2)c1
→ -27%	15%	13	2	3%	?
- CCC[C@H](NC(=O)[C@H](CC(C)C)N(C)C(=O)CNC(=O)[C@@H](NC(=O)[C@H](Cc1ccccc1)NC(=O)[C@H](CCCCN)NC(=O)[C@@H](N)CC(=O)O)C(C)C)C(N)=O
→ .	.	-12	-1	2%	.
- CCc1cccc(NC(=O)CN(c2ccc(OC)cc2)S(=O)(=O)c2c(C)n[nH]c2C)c1
→ -7%	-35%	-6	5	0%	-7%
- COc1ccccc1NC(=O)C1CCN(S(=O)(=O)c2ccc3c(c2)NC(=O)C(C)S3)CC1 (configuration not stated)
→ ?	12µM*	-4	4	.	?
- CC1CC1C(=O)OCC(=O)Nc1ncc(Cl)cc1Cl (configuration not stated)
→ -1%	-19%	.	.	.	16%
- COc1ccc(-c2c(C)oc3cc(O)cc(O)c3c2=O)cc1OC
→ 2%	2%	39	-1	5%	?
- NNC(=O)c1nn(-c2ccc(Cl)cc2)cc1O
→ 5%	9.3µM*	7	-3	-2%	?
- C/C(=N\N1CCN(c2ccccc2)CC1)c1ccc(O)cc1
→ 2%	-16%	45*	24*	-1%	17%
- COc1ccc(C)cc1S(=O)(=O)N(C)CC(=O)NC1CCCC1
→ -11%	-14%	13	-2	0%	?

Further compounds follow.
canonical_smiles | HCV inh | Pf growth 48h | Shiga inhibitor | CHX counter | Giardia FBPA inh | Pf growth 96h
CCOc1ccc(-c2cccc(NC(=O)c3cccs3)c2)nn1 | ? | 5.2µM* | . | . | . | 3.7µM*
Cn1nnnc1SCCNCc1cccc2ccccc12 | . | 17% | 1 | -2 | 4% | .
CCn1c2ccccc2c2cc(/C=N/n3c(-c4cc(C)[nH]n4)n[nH]c3=S)ccc21 | ? | ? | 13 | 2 | -10% | -15%
CC(C)n1c(-c2cccs2)nc2ccccc21 | ? | ? | 12 | -3 | -17% | ?
c1ccc(-n2c(-c3ccncc3)nnc2N2CCOCC2)cc1 | 19% | . | 2 | -3 | 0% | .
COc1cc2[nH]c(=S)n(CCN3CCCCC3C)c(=O)c2cc1OC (configuration not stated) | -15% | ? | -3 | -5 | -13% | ?
CCOC(=O)NC(C(Cl)(Cl)Cl)S(=O)(=O)c1ccccc1 (configuration not stated) | 1% | -22% | 50* | 18* | -7% | -3%
CC(C)[C@H]1C(=O)Nc2ccccc2N1C(=O)N[C@@H](Cc1ccccc1)C(=O)N[C@H](C(=O)O)c1ccccc1 | 5% | 27% | 3 | -2 | -6% | ?
COc1cc(OC)c(C(=O)Nc2ccncc2)cc1OC | -12% | -3% | 14 | 10 | -6% | ?
COc1cc(C(=O)NCC(=O)N2CCN(S(=O)(=O)c3cc(C)ccc3C)CC2)cc(OC)c1OC | -10% | ? | -4 | -2 | . | ?
O=C(CCN1C(=O)c2ccccc2S1(=O)=O)Nc1cccc2ccccc12 | -7% | -6% | -3 | -4 | 4% | ?
CC(C)C1S/C(=N/N=C/c2cccs2)NC1=O (configuration not stated) | 14% | 37% | -5 | 1 | -3% | 20%
N#Cc1nc(COc2ccc(-c3ccccc3)cc2)oc1NCc1cccnc1 | ? | ? | 57 | 9 | 5% | ?
CC1CC(Nc2ccccc2N)=CC(=O)O1 (configuration not stated) | 2% | 7% | 48* | 28* | 1% | .
CC1CCCN(C(=O)c2nn(C)c3c2CS(=O)(=O)c2ccccc2-3)C1 (configuration not stated) | -7% | 17% | -7 | 7 | 6% | 1%
Cc1ccccc1C(=O)Nc1ccccc1N1CCCCC1 | ? | ? | -2 | 5 | 0% | ?
CN1CCN(c2ccc(S(=O)(=O)N3CCCCC3)cc2NC(=O)COc2cccc(Cl)c2)CC1 | ? | 10µM* | . | . | . | ?
CC(C)(C)SCCNC(=O)/C=C/c1ccc([N+](=O)[O-])cc1 | 0% | 11% | 33* | 21* | -4% | ?
Fc1ccccc1-n1cn[nH]c1=S | 6% | 50%[activator] | 69* | 28* | ? | 57%[activator]
O=C(CSc1nnc(-c2ccncc2)n1Cc1ccco1)Nc1ccccc1Cl | -14% | -14% | -10 | 14 | 3% | 184%[activator]
Cc1cccc(C)c1N1CCc2cn[nH]c21 | -1% | -3% | 22 | -5 | -9% | ?
Cc1onc(-c2ccccc2Cl)c1C(=O)N(Cc1nc(-c2ccccc2)no1)C1CCCCC1 | 11µM* | . | 11 | 5 | -1% | ?
CC(C)CNC(=S)NNC(=O)c1csc2c1CCC(C)C2 (configuration not stated) | ? | . | -5 | 3 | 6% | 6.6µM*
CC(=O)Nc1ccc(NC(=O)CSc2ccc(-c3sc(C)nc3C)nn2)cc1 | -3% | 12% | -8 | 1 | . | ?
CCO[C@H]1OC(C(=O)Nc2ccccc2)=C[C@@H](c2cn(C(C)=O)c3ccccc23)[C@@H]1CCCO | -29% | ? | -13 | -1 | -1% | ?
O=C(Cc1cn(Cc2cccc(Cl)c2)c2ccccc12)N1CCCC1 | ? | 0% | -5 | -2 | 2% | ?
O=C(NC(=S)N1CCOCC1)C12CC3CCC(CC(C3)C1)C2 | 34%[activator] | -5% | -4 | -3 | -7% | ?
CCOC(=O)c1ccc(Nc2nnc(C)c3ccccc23)cc1 | -13% | -12% | 56* | 20* | -4% | -1%
CCOc1ccc(NS(=O)(=O)c2ccc(NC(=O)c3ccccn3)cc2)cc1 | ? | ? | . | . | . | -31%
CCN(CC)C(=O)Cn1ncc2c1-c1ccccc1OC2 | -6% | 34%[activator] | -6 | -5 | 5% | 9%
COCc1cc(=O)[nH]c(-c2ccccc2)n1 | 6% | -17% | 1 | 10 | 3% | -48%[5.75 µM]
Cn1c(O)c(Cc2cccc(Cl)c2Cl)c(=O)n(C)c1=O | 14% | 23% | -8 | 6 | 3% | 24%
O=C(Nc1ccccc1)C1CC=CCC1C(=O)OCC1CCCO1 (configuration not stated) | 2% | 1% | -8 | 4 | -15% | 30%[activator]
Cc1noc(C)c1COC(=O)C1CC(O)CN1S(=O)(=O)c1ccc(Cl)cc1 (configuration not stated) | 0% | 4% | -14 | -3 | 8% | .
O=C(NCCN1CCOCC1)C(=O)NCC1OCCN1S(=O)(=O)c1ccccc1 (configuration not stated) | 14% | 3% | 12* | 9 | . | ?
O=S(=O)(NCCCCNS(=O)(=O)c1c(F)cccc1F)c1ccc2c(c1)OCCO2 | . | 42%[activator] | -6 | -5 | . | ?
Cc1noc(C)c1CSc1nc2sc(C)c(C)c2c(=O)n1-c1ccccc1 | -1% | ? | 22 | -3 | 1% | .
COc1ccc(Cl)cc1NC(=O)CSc1nnc(Cc2ccc(C)cc2)c(=O)[nH]1 | 1% | 6% | . | . | . | 1%
